CCHF vOTU inh = blocks the CCHF virus ovarian tumor domain protease. CCHFV vOTU protease, Pep-AMC fluorescence. inhibition, % at 11.5 µM. 370,000 tested, 0.55% active. AID 651958; in the data active = inhibition above about 30%; also: 0% = vehicle wells with enzyme and 100% = no enzyme wells
PrPC TRFRET = cell surface PrPC inhibition, primary TR-FRET screen; P04156; TR-FRET read-out; inhibition, % at 13.8 µM; 370,000 tested, 0.43% active; AID 720596; in the data active = inhibition above about 24%; also: 0% = median of the test wells and 100% = reference compound wells
* marks the source's active call; other numbers are inactive results.

SMILES: Cc1ccc(S(=O)(=O)N2CCCC2C(=O)N2CCc3ccccc3C2)cc1 (configuration not stated)
  CCHF vOTU inh: 0.1	PrPC TRFRET: 12.9

SMILES: Cc1cc(NC(=O)Cc2cn(C)c3ccccc23)ccc1Nc1cccnc1
  CCHF vOTU inh: -3.8	PrPC TRFRET: 6.3

SMILES: O=C(NCc1ccccc1)C1C(c2ccc3c(c2)OCO3)=Nc2ccccc2N1C(=O)c1ccco1 (configuration not stated)
  CCHF vOTU inh: 1.5	PrPC TRFRET: -3.8

SMILES: C=CCN1C(=O)[C@@H](CC(=O)N2CCN(C(=O)OCC)CC2)[C@]2(C(=O)OC)CCCCC=C12
  CCHF vOTU inh: -7.4	PrPC TRFRET: 0.9

SMILES: COc1ccc(OCC(C)CN2CCC(C(O)(c3ccccc3)c3ccccc3)CC2)cc1 (configuration not stated)
  CCHF vOTU inh: 8.0	PrPC TRFRET: -7.8

SMILES: O=C(N[C@@H](Cc1cccnc1)C(=O)N1CCC[C@H]1C(=O)NC1CCCC1)C1CCCC1
  CCHF vOTU inh: -7.5	PrPC TRFRET: 1.0

SMILES: COC(=O)[C@]12C[C@H](CC(=O)NCc3ccc(OC)c(OC)c3)C(=O)N(Cc3ccc4c(c3)OCO4)C1=C[C@H](C(C)C)O[C@@H]2C1CC1
  CCHF vOTU inh: 12.2	PrPC TRFRET: 10.0

SMILES: O=C1C=C(OCCCl)CC(c2cccc(Cl)c2)O1 (configuration not stated)
  CCHF vOTU inh: -0.6	PrPC TRFRET: 6.7

SMILES: COCc1[nH]nc2c1C(c1ccc(Br)cc1)N(c1ccc(OC)cc1)C2=O (configuration not stated)
  CCHF vOTU inh: 6.5	PrPC TRFRET: -5.2

SMILES: COC(=O)C1=C(C)N(Cc2ccc(C(F)(F)F)cc2)C(=NCc2cc(OC)c(OC)c(OC)c2)NC1c1cccc(Cl)c1 (configuration not stated)
  CCHF vOTU inh: 16.9	PrPC TRFRET: 6.6

SMILES: CCN=C1NC(c2cccc(F)c2)C(C(=O)OC)=C(C)N1Cc1ccccc1C(F)(F)F (configuration not stated)
  CCHF vOTU inh: 4.1	PrPC TRFRET: -3.0

SMILES: C[C@H](CO)N1C[C@H](C)[C@@H](CN(C)C(=O)Cc2cccnc2)Oc2ncc(C#CCc3ccccc3)cc2C1=O
  CCHF vOTU inh: 1.8	PrPC TRFRET: -4.5

SMILES: COc1ccc(C(=O)OCCN2CCN(C3CN(Cc4cn(Cc5cccc(F)c5)nn4)S(=O)(=O)C3)CC2)cc1OC (configuration not stated)
  CCHF vOTU inh: -1.8	PrPC TRFRET: -0.9

SMILES: O=C(NC1CCCCN(Cc2cccc(Cl)c2)C1=O)c1ccc(-c2ccccc2)cc1 (configuration not stated)
  CCHF vOTU inh: 3.7	PrPC TRFRET: -1.8

SMILES: COc1ccccc1/C=N\NC(=O)c1cccc(S(=O)(=O)N(C)C)c1
  CCHF vOTU inh: 10.7	PrPC TRFRET: -6.4

SMILES: COc1ccc2cc(-c3cccc4[nH]cc(C)c34)ccc2c1
  CCHF vOTU inh: 2.1	PrPC TRFRET: -6.2

SMILES: C=CCN=C1NC(c2ccccc2)C(C(=O)OC)=C(C)N1Cc1ccccc1C(F)(F)F (configuration not stated)
  CCHF vOTU inh: 9.5	PrPC TRFRET: -11.2

SMILES: Cc1ccc(CN2C(C(=O)NC3CCCC3)CSCCS2(=O)=O)cc1 (configuration not stated)
  CCHF vOTU inh: -6.4	PrPC TRFRET: 7.6

SMILES: CCOC(=O)[C@]12CCCCC/C=C\1N(Cc1ccc(OC)cc1)C(=O)[C@H]2CC(=O)NCC1CCCCC1
  CCHF vOTU inh: 21.7	PrPC TRFRET: -1.3

SMILES: OC(c1ccccc1)(c1ccccc1)C1CCN(CCCOc2cc(F)cc(F)c2)CC1
  CCHF vOTU inh: 14.5	PrPC TRFRET: -17.4

SMILES: CC(C)(C)OC(=O)n1cc(-c2ccccc2)c2c(-c3ccccc3)c(O)ccc21
  CCHF vOTU inh: 10.0	PrPC TRFRET: 5.0

SMILES: COC(=O)C1=CN(c2ccc(C)cc2)C(N)=C(C#N)C1c1ccc(OC)cc1 (configuration not stated)
  CCHF vOTU inh: 0.6	PrPC TRFRET: 2.5

SMILES: Cc1nc2sc(C(=O)NCc3nccs3)c(N)c2c(C)c1Cl
  CCHF vOTU inh: -11.2	PrPC TRFRET: 2.3

SMILES: Cc1ccc2nc(-c3ccc(F)cc3)c(Cc3ccsc3)n2c1
  CCHF vOTU inh: 9.0	PrPC TRFRET: -0.6

SMILES: CC(C)NC(=O)C1(C)CN(S(C)(=O)=O)CC(=O)N1CCCN1CCOCC1 (configuration not stated)
  CCHF vOTU inh: 9.4	PrPC TRFRET: 1.5

SMILES: CCCCCNC(=O)C(c1ccnc2ccccc12)n1c(=O)c(-c2cc3ccccc3[nH]2)nc2ccccc21 (configuration not stated)
  CCHF vOTU inh: -6.3	PrPC TRFRET: 1.7

SMILES: CCCCCCCCN1C(=O)[C@H](CC(=O)NCc2cccs2)C[C@@]2(C(=O)OC)CC(C)(C)CC=C12
  CCHF vOTU inh: 22.4	PrPC TRFRET: 5.2

SMILES: C=CCN1C[C@H](C)N(C(c2ccc(C(=O)N(CC)CC)cc2)c2cccc(OC)c2)CC1C (some centres not stated)
  CCHF vOTU inh: 3.0	PrPC TRFRET: 8.2

SMILES: Cc1ccccc1C(=O)N1CCN(C(=O)C(=O)c2cccc(C(F)(F)F)c2)CC1
  CCHF vOTU inh: -4.9	PrPC TRFRET: -1.1

SMILES: CCCCCCCCN1C(=O)[C@@H](CC(=O)NCCCN2CCCC2=O)C[C@@]2(C(=O)OC)C1=C[C@H](C1CCCC1)O[C@@H]2C
  CCHF vOTU inh: 25.9	PrPC TRFRET: -6.8

SMILES: CN(c1cccnc1)c1ccc(NC(=O)CCc2c[nH]c3ccccc23)cc1Br
  CCHF vOTU inh: 2.6	PrPC TRFRET: -3.1

SMILES: C=CCN1[C@H](C#N)[C@@H](c2ccc(C#Cc3cccc(OC)c3)cc2)[C@H]1CO
  CCHF vOTU inh: 1.9	PrPC TRFRET: -2.0

SMILES: CCOC(=O)[C@]12CCCC=C1N(CCCOC)C(=O)[C@@H]2CC(=O)NCC12CC3CC(CC(C3)C1)C2
  CCHF vOTU inh: 2.4	PrPC TRFRET: -0.6

SMILES: CC(C)N1CCCCC(NC(=O)c2ccc(Cl)cc2Cl)C1=O (configuration not stated)
  CCHF vOTU inh: 10.6	PrPC TRFRET: -8.6

SMILES: CCOc1ccc(-n2c(SCC(=O)Nc3ccc(S(=O)(=O)Nc4nccs4)cc3)nnc2-c2ccccc2)cc1
  CCHF vOTU inh: 12.3	PrPC TRFRET: 0.7

SMILES: C=CCNC(=O)N1CCN(Cc2nc3ccccc3c(=O)[nH]2)CC1
  CCHF vOTU inh: -4.8	PrPC TRFRET: 0.0

SMILES: CCCCOCC1CN(CCCC)S(=O)(=O)c2c(cccc2N2CCCC2)O1 (configuration not stated)
  CCHF vOTU inh: 7.1	PrPC TRFRET: 1.4

SMILES: CCCCCCCCN1C(=O)[C@@H](CC(=O)NCc2cccc3ccccc23)C[C@@]2(C(=O)OC)C1=C[C@H](C1CCCC1)O[C@@H]2C
  CCHF vOTU inh: -1.3	PrPC TRFRET: 1.9

SMILES: COCCNC(=S)N1C[C@H]2CON(C)[C@H]2C[C@H]1c1ccccc1Br
  CCHF vOTU inh: 32.6*	PrPC TRFRET: 4.8

SMILES: COc1ccc(N2C(=O)c3n[nH]c(C(C)C)c3C2c2ccc(F)cc2)cc1 (configuration not stated)
  CCHF vOTU inh: 12.4	PrPC TRFRET: 1.6

SMILES: CCN(C(=O)CN1CCN(c2nc(-c3ccccc3)cs2)CC1)c1ccccc1C
  CCHF vOTU inh: 11.9	PrPC TRFRET: 3.6

SMILES: COc1ccc(C2CC(=O)C(c3ccc(F)cc3)=CN2Cc2ccccc2)cc1 (configuration not stated)
  CCHF vOTU inh: 8.7	PrPC TRFRET: 8.6

SMILES: COc1ccc2ccccc2c1CN1CCN(c2ncc(Cc3ccccc3)cn2)CC1
  CCHF vOTU inh: 12.6	PrPC TRFRET: -2.6

SMILES: CN(C)[C@H]1CCN(c2ccc3c(c2)OCCCN(C2CC2)S3(=O)=O)C1
  CCHF vOTU inh: -3.9	PrPC TRFRET: -8.9

SMILES: COC(=O)C1=C(C)N(Cc2ccc(C(F)(F)F)cc2)C(=NCc2ccc(OC)cc2)NC1c1cccc(Cl)c1 (configuration not stated)
  CCHF vOTU inh: 28.5	PrPC TRFRET: -10.3

Record cards (already shown). Order of values: CCHF vOTU inh	PrPC TRFRET
CCCCOCC1CN(CCCC)S(=O)(=O)c2c(cccc2N2CCCC2)O1 (configuration not stated) is listed as 7.1	1.4
C=CCN1[C@H](C#N)[C@@H](c2ccc(C#Cc3cccc(OC)c3)cc2)[C@H]1CO is listed as 1.9	-2.0

Next part
SMILES: CCC(C)CN1C(=O)CSCC1(C)C(=O)Nc1ccc2c(c1)OCCO2 (configuration not stated)
  CCHF vOTU inh: -3.7	PrPC TRFRET: 7.6

SMILES: C[C@H](CO)N1C[C@H](C)[C@H](CN(C)Cc2ccc(F)cc2)Oc2ncc(Br)cc2C1=O
  CCHF vOTU inh: 0.4	PrPC TRFRET: -6.4

SMILES: COC(=O)c1cc2c(c3c4cc(OC)ccc4n(S(=O)(=O)c4cccc(C)c4)c13)C(=O)N(Cc1ccccc1OC)C2
  CCHF vOTU inh: -4.0	PrPC TRFRET: 5.5

SMILES: COC(=O)[C@]12C[C@H](CC(=O)NCc3ccccc3)C(=O)N(Cc3ccc(Cl)cc3Cl)C1=C[C@H](C(C)(C)C)O[C@@H]2C
  CCHF vOTU inh: 22.8	PrPC TRFRET: -1.5

SMILES: Clc1ccc(-c2cc(-c3nnc4sc(Cc5cccs5)nn34)[nH]n2)cc1
  CCHF vOTU inh: 24.1	PrPC TRFRET: 8.5

SMILES: O=C(NCCc1ccccc1)OCc1cn(Cc2ccc(Cl)cc2)nn1
  CCHF vOTU inh: 3.3	PrPC TRFRET: 1.0

SMILES: Cn1c(=O)c(=O)n(C)c2cc(S(=O)(=O)N3CCN(CCO)CC3)ccc21
  CCHF vOTU inh: -4.5	PrPC TRFRET: 7.4

SMILES: CCCCCCCCN1C(=O)[C@H](CC(=O)N2CCN(C(=O)c3ccco3)CC2)C[C@@]2(C(=O)OC)CC(C)(C)CC=C12
  CCHF vOTU inh: 31.5*	PrPC TRFRET: -4.7

SMILES: COC(=O)[C@]12C[C@H](CC(=O)NCc3ccc(OC)c(OC)c3)C(=O)N(Cc3ccc(Cl)cc3Cl)C1=C[C@H](C(C)C)O[C@@H]2C1CC1
  CCHF vOTU inh: 12.9	PrPC TRFRET: 5.8

SMILES: Cc1nnc(-n2cccc2)s1
  CCHF vOTU inh: -1.3	PrPC TRFRET: -1.2

SMILES: COC(=O)[C@]12CCCCC=C1N(Cc1ccc(OC)cc1)C(=O)[C@@H]2CC(=O)N1CCN(C(=O)C2CC2)CC1
  CCHF vOTU inh: 23.1	PrPC TRFRET: 3.3

Exported with tabs: part of the list above.
canonical_smiles	CCHF vOTU inh	PrPC TRFRET
CCN(C(=O)CN1CCN(c2nc(-c3ccccc3)cs2)CC1)c1ccccc1C	11.9	3.6
COc1ccc(C2CC(=O)C(c3ccc(F)cc3)=CN2Cc2ccccc2)cc1 (configuration not stated)	8.7	8.6
COc1ccc2ccccc2c1CN1CCN(c2ncc(Cc3ccccc3)cn2)CC1	12.6	-2.6
CN(C)[C@H]1CCN(c2ccc3c(c2)OCCCN(C2CC2)S3(=O)=O)C1	-3.9	-8.9
COC(=O)C1=C(C)N(Cc2ccc(C(F)(F)F)cc2)C(=NCc2ccc(OC)cc2)NC1c1cccc(Cl)c1 (configuration not stated)	28.5	-10.3
CCC(C)CN1C(=O)CSCC1(C)C(=O)Nc1ccc2c(c1)OCCO2 (configuration not stated)	-3.7	7.6
C[C@H](CO)N1C[C@H](C)[C@H](CN(C)Cc2ccc(F)cc2)Oc2ncc(Br)cc2C1=O	0.4	-6.4
COC(=O)c1cc2c(c3c4cc(OC)ccc4n(S(=O)(=O)c4cccc(C)c4)c13)C(=O)N(Cc1ccccc1OC)C2	-4.0	5.5
COC(=O)[C@]12C[C@H](CC(=O)NCc3ccccc3)C(=O)N(Cc3ccc(Cl)cc3Cl)C1=C[C@H](C(C)(C)C)O[C@@H]2C	22.8	-1.5
Clc1ccc(-c2cc(-c3nnc4sc(Cc5cccs5)nn34)[nH]n2)cc1	24.1	8.5
O=C(NCCc1ccccc1)OCc1cn(Cc2ccc(Cl)cc2)nn1	3.3	1.0
Cn1c(=O)c(=O)n(C)c2cc(S(=O)(=O)N3CCN(CCO)CC3)ccc21	-4.5	7.4
CCCCCCCCN1C(=O)[C@H](CC(=O)N2CCN(C(=O)c3ccco3)CC2)C[C@@]2(C(=O)OC)CC(C)(C)CC=C12	31.5*	-4.7

Some of the compounds tested; rates above refer to the full screens.
